# Screens deposited in PubChem by several laboratories.
# cardiac RTF act: cardiac RTF calcium sensitization. P19429+P45379. IANBD-labeled TnC RTF fluorescence at EC20 calcium; 0% EC20 calcium, 100% full calcium. activation, % at 7.2 µM. hit rate 0.24% among 340,000. AID 493008;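 active = activation above the mean over all tested compounds plus 3 SD, cut at about 30% in these data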;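 also: rise in fluorescence read as greater calcium sensitivity of cardiac thin filaments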
# Arrestin-AP2 inh: human beta-arrestin and AP2 interaction inhibition | FITC-arrestin peptide / GST-AP2 beads, flow cytometry; AP2 beta2 appendage carries R879A mutation | inhibition, % at 10 µM | hit rate 0.31% among 340,000 | AID 504490;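 active = inhibition above a set limit, near 3 SD of compounds lacking own fluorescence, cut at about 54% in these data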;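 also: plate controls were DMSO wells for no effect and 5 µM unlabelled arrestin peptide for full effect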
#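 Material – GST-tagged AP2 beta2-adaptin appendage (R879A) on 4 µm glutathione beads · Probe or stimulus – fluorescein-tagged arrestin peptide at 50 nM final · Timing – 12 min plus 1 h, RT · Detection – bead flow cytometry, FITC channel · Read-out basis – inhibition as reduced fluorescein signal on beads, percent · Medium – PBS plus Tween 20 (0.05%) and BSA (0.1%)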
# RTF Ca sens inh: cardiac RTF calcium desensitization. AID 493244. IANBD-labeled cardiac RTF, Ca2+ fluorescence. hit rate 0.12% among 340,000. inhibition, % at 7.15 µM. P19429+P45379;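 active = inhibition above the mean inhibition of all tested compounds plus 3 SD, cut at about 17% in these data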;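 also: assay run at fixed EC70 calcium of 1.6 mM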
# V-ATPase pH: yeast V-ATPase proton transport regulation by pHLuorin | AID 504577 | hit rate 0.37% among 350,000 | response, % at 10 µM | S. cerevisiae, pHLuorin cytosolic pH fluorescence; in the data active = response mostly above about 7.3%, no sharp cut-off; inactive = mostly below about 5.4%; also: actives read high; inactives centre near 0; some compounds called inactive have numbers as strong as hits; reference of the scale not given here
# DSG3 Ab inh: blocks pemphigus antibody binding to human desmoglein-3; hit rate 0.48% among 310,000; AID 588358; DSG3-coupled beads, scFv-anti-DSG3-GFP binding, flow cytometry; hits give low values; P32926; binding (percent of control), % at 10 µM;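 active = binding more than 3 SD below its plate's average and above zero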;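 also: hits lower antibody fragment binding to DSG3; some compounds called inactive have numbers as strong as hits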
# Target sequence (P32926 whole entry, looked up, the tested form may be a part): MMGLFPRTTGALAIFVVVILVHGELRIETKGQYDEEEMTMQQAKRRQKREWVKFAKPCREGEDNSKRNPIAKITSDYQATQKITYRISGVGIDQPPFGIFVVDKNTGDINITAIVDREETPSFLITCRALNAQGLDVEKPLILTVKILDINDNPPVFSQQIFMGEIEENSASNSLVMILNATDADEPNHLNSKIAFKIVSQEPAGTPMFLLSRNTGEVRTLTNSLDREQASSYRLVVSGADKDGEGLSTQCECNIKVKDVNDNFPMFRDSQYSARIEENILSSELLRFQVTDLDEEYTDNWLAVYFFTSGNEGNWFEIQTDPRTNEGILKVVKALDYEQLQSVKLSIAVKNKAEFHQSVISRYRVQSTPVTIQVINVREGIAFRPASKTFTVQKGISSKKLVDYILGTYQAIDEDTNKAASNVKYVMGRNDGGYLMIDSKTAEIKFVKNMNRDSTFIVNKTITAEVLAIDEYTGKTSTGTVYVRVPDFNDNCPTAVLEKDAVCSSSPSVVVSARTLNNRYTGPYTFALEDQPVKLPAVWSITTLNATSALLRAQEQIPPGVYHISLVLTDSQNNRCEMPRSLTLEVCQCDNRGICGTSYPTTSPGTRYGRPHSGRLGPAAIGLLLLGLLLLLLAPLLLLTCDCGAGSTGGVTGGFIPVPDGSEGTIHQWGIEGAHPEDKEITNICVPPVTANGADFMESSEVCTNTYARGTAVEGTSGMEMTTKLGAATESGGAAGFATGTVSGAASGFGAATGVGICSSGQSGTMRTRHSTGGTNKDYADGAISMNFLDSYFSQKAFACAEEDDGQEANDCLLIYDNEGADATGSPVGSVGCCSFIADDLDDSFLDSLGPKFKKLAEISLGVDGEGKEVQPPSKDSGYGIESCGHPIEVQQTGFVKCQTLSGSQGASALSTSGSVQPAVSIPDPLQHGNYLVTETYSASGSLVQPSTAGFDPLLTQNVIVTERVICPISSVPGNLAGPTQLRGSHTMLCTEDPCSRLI
# MOR-DOR ag: OPRM1-OPRD1 heterodimerization agonism | P35372+P41143 | cells, luminescence | activation, % at 9.3 µM | hit rate 0.3% among 340,000 | AID 504326; in the data active = activation above about 18%;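 also: 0% = vehicle-treated cells and 100% = reference agonist; values of inactives mirror those of a sister screen read the other way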
# C-LANA FP: KSHV C-LANA DNA binding inhibition. MBP-C-LANA/FAM-LBS DNA binding, fluorescence polarization. inhibition, % at 9 µM. hit rate 0.078% among 340,000. AID 504423;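 active = highest replicate inhibition at or above 60% at 9 µM, even if other replicates fall short; inactive = all replicates below 60% inhibition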;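 also: 0% = neutral control wells and 100% = 4 µM acridine orange control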
# Wnt bcat act: activates Wnt/beta-catenin signaling in a reporter cell assay; activator, plate reader; activation, % at 9.35 µM; hit rate 1.2% among 300,000; in the data active = activation above about 30%, passing the limit was not always enough;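 also: 0% = neutral control wells and 100% = positive control wells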
# MOR-DOR inv ag: mu-delta opioid heterodimer inverse agonism. AID 504357. cell-based MOR-DOR heterodimer luminescence. hit rate 0.21% among 340,000. inhibition, % at 9.3 µM; in the data active = inhibition above about 22%, passing the limit was not always enough;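 also: 0% = cells with DMSO and 100% = wells without cells with DMSO; values of inactives mirror those of a sister screen read the other way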
# Keap1-Nrf2 PPI: disrupts human Keap1 binding to Nrf2 peptide; Keap1 Kelch-Nrf2 peptide fluorescence polarization, 1536-well; inhibition, % at 9.4 µM; hit rate 0.15% among 340,000; in the data active = inhibition above about 12%;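 also: human Keap1 Kelch domain with fluorescein labeled Nrf2 9mer peptide probe; 0% = neutral control wells and 100% = peptide positive control; higher means more block of Keap1 binding to Nrf2 peptide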
# Numbers without * were called inactive; x = not tested or not shown.
SMILES,cardiac RTF act,Arrestin-AP2 inh,RTF Ca sens inh,V-ATPase pH,DSG3 Ab inh,MOR-DOR ag,C-LANA FP,Wnt bcat act,MOR-DOR inv ag,Keap1-Nrf2 PPI
O=C(N/N=C/c1ccco1)c1cccc(N2CCCC2=O)c1,4,-5,-5,2,128,-2.3,0.5,0,12,-2
CCOC(=O)c1c(-c2ccc(C)o2)csc1NC(=S)NC(=O)c1ccc(F)cc1,4,16,-11,-1,107,-2.5,-0.6,-6,13,-5
CCc1ccccc1NC(=S)N(CCOC)C(C)c1ccco1 (centres undefined),2,0,0,3,99,-0.1,-0.1,0,0,1
CCCCCNc1nc2ccccc2nc1NS(=O)(=O)c1cccs1,-4,30,-6,-2,x,-3.1,-1.0,0,17,-2
CCOc1ccc(OCC(=O)N(CCC2=CCCCC2)c2c(N)n(Cc3ccccc3)c(=O)[nH]c2=O)cc1,-2,4,4,2,110,1.7,-0.3,-7,-9,4
CCCCN(CC)CCNC(=O)CN(C)S(=O)(=O)c1ccc2c(c1)c(=O)n(C)c(=O)n2C,-1,3,2,-2,101,-0.9,0.6,x,5,-3
CCCC(=O)N1CCN(c2ccc(NC(=O)c3cc4ccccc4o3)cc2Cl)CC1,7,-10,7,7,105,7.3,-1.4,x,-42,3
Cc1cc(C)n(CC(=O)NNC(=O)c2cncc(Br)c2)n1,-1,1,0,-1,111,0.3,1.3,-2,-1,-6
CCc1ccc(OCCCCCn2ccnc2)cc1,5,6,-4,-4,97,-3.8,-1.2,-2,19,-4
O=C1OC[C@H]2CCCC[C@@H](CO)ON12,-1,9,-10,-1,97,-1.1,-0.4,5,5,-1

# Single records (already shown). Order of values: cardiac RTF act, Arrestin-AP2 inh, RTF Ca sens inh, V-ATPase pH, DSG3 Ab inh, MOR-DOR ag, C-LANA FP, Wnt bcat act, MOR-DOR inv ag, Keap1-Nrf2 PPI
# Results for CCc1ccc(OCCCCCn2ccnc2)cc1 = 5, 6, -4, -4, 97, -3.8, -1.2, -2, 19, -4
# Results for CCOc1ccc(OCC(=O)N(CCC2=CCCCC2)c2c(N)n(Cc3ccccc3)c(=O)[nH]c2=O)cc1 = -2, 4, 4, 2, 110, 1.7, -0.3, -7, -9, 4
# Results for CCCCN(CC)CCNC(=O)CN(C)S(=O)(=O)c1ccc2c(c1)c(=O)n(C)c(=O)n2C = -1, 3, 2, -2, 101, -0.9, 0.6, x, 5, -3

# The listing picks up, repeating the three entries before the break.
SMILES,cardiac RTF act,Arrestin-AP2 inh,RTF Ca sens inh,V-ATPase pH,DSG3 Ab inh,MOR-DOR ag,C-LANA FP,Wnt bcat act,MOR-DOR inv ag,Keap1-Nrf2 PPI
Cc1cc(C)n(CC(=O)NNC(=O)c2cncc(Br)c2)n1,-1,1,0,-1,111,0.3,1.3,-2,-1,-6
CCc1ccc(OCCCCCn2ccnc2)cc1,5,6,-4,-4,97,-3.8,-1.2,-2,19,-4
O=C1OC[C@H]2CCCC[C@@H](CO)ON12,-1,9,-10,-1,97,-1.1,-0.4,5,5,-1
COc1ccc(N(CC(=O)NCc2ccccn2)S(=O)(=O)c2ccccc2[N+](=O)[O-])c(OC)c1,0,0,0,0,84,-2.3,0.7,-3,12,-1
O=C(N1CCCCC1)N1CCN(S(=O)(=O)c2cccc([N+](=O)[O-])c2)CC1,9,-5,-6,1,99,-1.6,0.0,0,8,-3
CCOc1ccc(C(F)(F)F)cc1NC(=O)COc1ccc(C(F)(F)F)cc1[N+](=O)[O-],-3,16,-3,-3,102,-0.3,-1.1,x,2,0
COc1ccc(S(=O)(=O)N2CCOc3ccccc32)cc1,-6,15,5,1,110,-1.4,-1.2,-2,6,7
O=C(CN(CC1CCCO1)C(=O)CNS(=O)(=O)c1ccc(F)cc1)NCc1ccco1 (centres undefined),2,-5,5,1,100,-1.7,-0.6,2,9,-1
O=C(NC1=NCCS1)c1sc2cc(Cl)cc(Cl)c2c1Cl,1,-5,0,-3,97,0.1,2.6,3,-1,-4
CC(NC(=O)CSc1nc(=O)cc(N)n1-c1ccccc1)c1ccccc1 (centres undefined),8,6,3,-1,x,-3.0,0.7,-3,15,-4
O=C(COC(=O)c1nc(Cl)ccc1Cl)c1ccccc1Cl,9,-13,3,0,95,-4.0,-0.7,-2,21,-3
COc1ccccc1NC(=S)NC12CN3CN(CN(C3)C1)C2,0,-8,5,-3,108,-2.0,0.1,-1,12,-5
COc1cccc(/C=N/Nc2nnc(C)n2N)c1O,23,20,-8,0,122,6.3,-2.4,3,-28,-3
CC1=NN(c2ccccc2)C(=O)C1/C=C1/NC(=S)NC1=O (centres undefined),x,11,x,4,100,x,x,-1,x,x
COc1ccc([N+](=O)[O-])cc1NC(=O)Cc1ccc(Cl)cc1,9,28,4,4,x,-1.3,-0.6,0,7,-1
O=C(c1cc([N+](=O)[O-])ccc1N1CCOCC1)N1CCN(S(=O)(=O)c2ccc(F)cc2)CC1,3,14,-3,-1,108,-2.8,-0.9,1,15,1
O=C(c1ccco1)n1nc(-c2ccccc2)nc1NCc1ccco1,-3,37,1,-2,x,4.7,0.7,x,-29,1
O=C(CN1CCC(Cc2ccccc2)CC1)NC(=O)NCc1ccccc1,-1,-1,7,-3,91,4.1,1.7,-1,-21,0
O=C(Nc1sc2c(c1C(=O)NCCCO)CCCC2)c1ccccc1,0,-3,-13,-4,108,-2.2,0.5,0,11,6
COC(=O)CCC(=O)OC1(C)C(=O)C2=CN(CC3CC3)C(c3ccc(OC)cc3)=CC2=C(Br)C1=O (centres undefined),1,31,-10,7,96,2.1,3.1,x,-11,-4
Cc1ccc(Cn2c(NC(=O)c3ccco3)nc3ccccc32)cc1,3,-2,-2,0,105,12,0.0,x,-68,-2
CCC(C)(C)NC(=O)C(c1cccc(OC)c1OC)N(Cc1ccccc1)C(=O)CCC(=O)Nc1cc(C)on1 (centres undefined),-3,-2,-11,2,106,-1.6,0.6,-1,9,-4
COc1ccc(NC(=O)C(C)N=C2NS(=O)(=O)c3ccccc32)cc1S(N)(=O)=O (centres undefined),-3,3,-2,-1,95,-3.1,1.0,-2,13,-3

# 2 records picked at random from the list so far, as already listed:
SMILES,cardiac RTF act,Arrestin-AP2 inh,RTF Ca sens inh,V-ATPase pH,DSG3 Ab inh,MOR-DOR ag,C-LANA FP,Wnt bcat act,MOR-DOR inv ag,Keap1-Nrf2 PPI
O=C(c1ccco1)n1nc(-c2ccccc2)nc1NCc1ccco1,-3,37,1,-2,x,4.7,0.7,x,-29,1
COC(=O)CCC(=O)OC1(C)C(=O)C2=CN(CC3CC3)C(c3ccc(OC)cc3)=CC2=C(Br)C1=O (centres undefined),1,31,-10,7,96,2.1,3.1,x,-11,-4

# Going on with the list.
SMILES,cardiac RTF act,Arrestin-AP2 inh,RTF Ca sens inh,V-ATPase pH,DSG3 Ab inh,MOR-DOR ag,C-LANA FP,Wnt bcat act,MOR-DOR inv ag,Keap1-Nrf2 PPI
CN=C(Cc1ccccc1)C1=C(O)CC(C)(C)CC1=O,6,6,-12,4,112,-2.5,-1.0,0,11,-4
Cc1ccc(S(=O)(=O)NCCSCc2ccccc2)cc1,-5,-1,-11,4,x,5.2,-0.6,x,-21,-2
COc1cc(/C=N/NC(=O)c2cc[n+]([O-])cc2)cc(OC)c1OC,-1,-4,-3,-1,117,-0.9,-2.2,0,4,-5
O=C(c1ccco1)N1CCN(C2CC(=O)N(c3ccc(F)c(Cl)c3)C2=O)CC1 (centres undefined),-4,4,-8,2,101,-3.6,-0.3,2,19,-5
CS(=O)(=O)N1CCN(c2ccccc2NC(=S)NC(=O)c2cccs2)CC1,1,4,-3,2,103,-5.9,1.3,-1,29,-3
Cc1ccc(S(=O)(=O)c2c(C)nn(C(C)(C)C)c2OC(=O)c2ccc(Br)o2)cc1,-1,-10,3,1,98,2.8,2.3,x,-14,-3
Cc1nnc(SCCn2c(N3CCCCC3)nc3c2c(=O)[nH]c(=O)n3C)s1,-1,-14,-45,-1,99,-0.9,0.5,1,6,0
Oc1ccccc1CC=NC1CCCCC1,-1,-1,-22,9,233,0.2,0.0,-1,-1,-5
COc1ccc(N2CCN(CCC(N)=O)CC2)cc1,-3,-1,-7,1,x,-5.2,-1.8,-1,22,1
Cc1ccc(N2C(=O)N(CC(=O)Nc3cccc([N+](=O)[O-])c3C)C(=O)C2C)cc1 (centres undefined),-1,3,-5,-2,100,0.1,-0.8,0,-1,-2
C/C(CCc1ccccc1)=N\NC(=O)CC(=O)NCCc1ccccc1,3,-6,4,-1,104,-0.7,-1.0,x,3,4
Cc1ccc(NC(=O)C2CC(=O)N(CCc3ccccc3)C2)cc1Cl (centres undefined),-2,-13,2,2,108,-1.4,-2.6,-2,6,-3
O=C(Nc1cc(=O)[nH]c(=O)[nH]1)c1cccc(C(F)(F)F)c1,5,-3,-5,3,93,-2.9,0.2,-2,15,-2
CCOC(=O)CSc1cc(C(F)(F)F)nc(-c2ccccn2)n1,2,4,-3,-3,98,-1.1,-1.2,x,5,-8
CCOc1ccc(N2CC(C(=O)NCc3ccc4c(c3)OCO4)CC2=O)cc1 (centres undefined),-1,28,-31,-1,115,1.3,1.0,-2,-11,5
COc1cccc(NC(=O)CN(C)C(=O)c2ccc(NC3CC3)c([N+](=O)[O-])c2)c1,-1,17,5,1,98,-2.7,2.6,-1,11,-5
O=C(CCN1C(=O)/C(=C/c2ccco2)SC1=S)Nc1ccc(O)cc1C(=O)O,0,-19,-7,-1,105,1.6,63*,2,-7,13*
O=C(COC(=O)c1cc(Cl)nc(Cl)c1)Nc1ccc(Cl)c(S(=O)(=O)N2CCOCC2)c1,-4,19,6,4,x,-2.4,-0.1,3,12,3
COc1ccc(NC(=O)c2nnn(Cc3cccc(F)c3)c2N)c(OC)c1,3,1,-12,-2,102,1.1,-1.1,-1,-6,2
Cc1cc2ccccc2c(=O)n1CC(=O)NCC(=O)N1CCN(c2cccc(Cl)c2)CC1,-2,-5,-1,1,98,-0.5,-0.1,x,3,-1
CCOC(=O)c1sc(NC(=O)c2cc3n(n2)C(C(F)(F)F)CC(c2cccs2)N3)c(C(=O)OCC)c1C (centres undefined),-2,-2,0,2,102,-2.9,-0.5,x,13,2
CC(C)(C)S(=O)(=O)c1cnc2c(-c3ccc(Cl)cc3)cnn2c1N,-1,-5,-7,0,92,-1.8,0.6,2,9,4
CS(=O)(=O)N1CCC(C(=O)Nc2c(F)cccc2F)CC1,3,4,-4,2,101,-1.3,1.4,-1,8,-2
CCOC(=O)c1nnc2cc(-c3ccccc3)nn2c1C,-7,-5,2,1,110,-5.0,-0.5,0,21,4
CN1CCN(c2ccc(S(=O)(=O)N3CCCCC3)cc2NC(=O)/C=C/c2ccc(OC(F)F)cc2)CC1,-4,-3,-9,3,103,-1.8,-1.0,-5,11,-2
